Compound activity deposited in PubChem BioAssay by National Center for Advancing Translational Sciences (NCATS).
BAZ2B block: BAZ2B (human) inhibition; AlphaScreen BAZ2B-H3K14Ac peptide displacement; AID 504333; actives 4.4% (n = 360,000); Q9UIF8; Potency, µM (top dose mostly 114 µM), without a hit: top-dose activity change, negative = inhibition, actives largely listed as inhibitors; further: potency means the concentration at half of the fitted maximal effect; on the % scale 0 is the no-effect control and ±100 the full control effect; nearly all actives have a fitted effect of over 60% in size
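AlphaScreen displacement of biotin-H3(5-23)K14Ac peptide (50 nM final) from BAZ2B (50 nM final) in PBS pH 7.4, 0.01% Tween-20; complex preformed 30 min RT, then compounds (top 110 uM) 30 min RT, beads 20 min dark.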
Pin1 inhibitor: inhibitors of human Pin1. Pin1 FP peptide displacement, HiFluor488, 10 min. Potency, µM (doses to about 115 µM), without a hit: at the highest dose activity, negative = inhibition, most hits filed as inhibitors. actives 0.009% (n = 390,000). AID 504891; active means well fitted inhibition curve with a large enough effect in the polarisation, with a control signal flat, not every such curve was filed as active; inconclusive means small, poorly fitted or top-dose-only effect, or effect the other way, or a change in a side signal; inactive means no such curve, though single readings can be large or run the other way; the % refers to the polarisation; further: potency means the concentration at half of the fitted maximal effect; on the % scale 0 is the no-effect control and ±100 the full control effect
Target sequence (Q13526 whole entry, looked up): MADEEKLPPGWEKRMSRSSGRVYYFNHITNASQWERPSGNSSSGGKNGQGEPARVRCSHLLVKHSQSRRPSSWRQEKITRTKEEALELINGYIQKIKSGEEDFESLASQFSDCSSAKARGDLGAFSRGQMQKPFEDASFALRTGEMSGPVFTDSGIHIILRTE
JMJD2A Tudor inh: JMJD2A Tudor domain (human) inhibition; actives 4.4% (n = 390,000); AID 504339; Potency, µM (doses to about 114 µM), inactives show at the highest dose activity change, negative = inhibition, usual class: inhibitors; O75164; AlphaScreen JMJD2A-Tudor / H3K4me3 peptide binding; further: potency means the concentration at half of the fitted maximal effect; on the % scale 0 is the no-effect control and ±100 the full control effect; nearly all actives have a fitted effect of over 50% in size
GLS inhibitor: blocks human kidney-isoform glutaminase activity. GLS enzymatic activity, qHTS titration. Potency, µM (series often up to 45.5 µM), inactives show at the highest dose activity change, negative = inhibition, actives largely listed as inhibitors. actives 0.21% (n = 410,000). AID 624170; further: potency means the concentration at half of the fitted maximal effect; on the % scale 0 is the no-effect control and ±100 the full control effect
Target sequence (O94925 whole entry, looked up, canonical isoform): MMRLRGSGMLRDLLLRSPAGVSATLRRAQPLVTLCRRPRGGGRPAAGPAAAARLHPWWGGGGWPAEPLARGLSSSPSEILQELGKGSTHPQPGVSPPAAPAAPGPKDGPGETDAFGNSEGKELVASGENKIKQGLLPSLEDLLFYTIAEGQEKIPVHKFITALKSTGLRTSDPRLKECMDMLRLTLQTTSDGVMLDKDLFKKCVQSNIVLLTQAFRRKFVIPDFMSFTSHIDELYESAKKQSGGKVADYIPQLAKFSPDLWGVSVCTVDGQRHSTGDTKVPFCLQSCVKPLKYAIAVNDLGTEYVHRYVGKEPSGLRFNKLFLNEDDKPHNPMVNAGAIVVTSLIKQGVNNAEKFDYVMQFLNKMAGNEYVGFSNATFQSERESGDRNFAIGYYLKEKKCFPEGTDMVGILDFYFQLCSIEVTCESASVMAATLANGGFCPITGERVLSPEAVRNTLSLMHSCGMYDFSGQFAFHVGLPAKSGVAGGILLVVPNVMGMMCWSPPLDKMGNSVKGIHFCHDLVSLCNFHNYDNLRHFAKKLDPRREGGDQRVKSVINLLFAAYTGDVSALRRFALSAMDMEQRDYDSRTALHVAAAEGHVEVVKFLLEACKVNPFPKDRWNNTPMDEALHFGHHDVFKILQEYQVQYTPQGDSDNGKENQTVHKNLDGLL
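Two-point fluorescence kinetic (t0, 30 min RT) for hKGA; glutamate detected via glutamate oxidase–HRP–Amplex Red. Substrate: 1 mM L-glutamine solution; buffer 45 mM KH2PO4, pH 8.2.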
G9a block: G9a (human) methyltransferase inhibition | actives 8.8% (n = 350,000) | Q96KQ7 | Potency, µM (top dose mostly 102 µM), inactives show at the top dose activity, negative = inhibition, usual class: inhibitors | G9a H3K9 monomethylation, AlphaScreen, 2 h; further: potency means the concentration at half of the fitted maximal effect; on the % scale 0 is the no-effect control and ±100 the full control effect; nearly all actives have a fitted effect of over 75% in size
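Signal arises when biotinylated H3K9 peptide, once monomethylated, bridges streptavidin donor and antibody-captured acceptor beads. Enzyme at 20 nM was preincubated 15 min with test compounds; peptide 500 nM and SAM 20 uM then reacted for 2 h.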
HP1b chromo inh: HP1-beta chromodomain-methylated histone interaction inhibition; AID 540317; Potency, µM (titrated, usually from 114 µM), for the others: at the top dose activity change, negative = inhibition, most hits filed as inhibitors; actives 0.56% (n = 390,000); AlphaScreen HP1-beta / biotin-H3K9me3 peptide binding; further: potency means the concentration at half of the fitted maximal effect; nearly all actives have a fitted effect of over 70% in size; inactives centre near 23
Target sequence (P83916 whole entry, looked up): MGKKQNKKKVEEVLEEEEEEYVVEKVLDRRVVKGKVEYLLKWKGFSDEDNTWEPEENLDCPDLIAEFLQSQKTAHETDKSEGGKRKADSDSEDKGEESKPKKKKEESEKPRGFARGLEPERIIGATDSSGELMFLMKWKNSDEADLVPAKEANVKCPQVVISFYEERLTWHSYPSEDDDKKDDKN
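AlphaScreen: HP1-beta (50 nM) preformed 30 min with biotin-H3(1-18)K9me3 peptide (50 nM) in PBS pH 7.4, 0.01% Tween-20. Compound added for 30 min at RT, then streptavidin donor/nickel chelate acceptor beads (10 ug/mL) for 30 min.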
PI4K2A block: blocks human PI4K2A kinase activity | Q9BTU6 | actives 0.13% (n = 420,000) | purified PI4K2A, ADP-Glo luminescence, 1 h; hits give low values | activity change, negative = inhibition, % at 76.9 µM; in the data active means activity change below about -50%; inconclusive means mostly about -30% to -49%;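 further: -100% = wells without enzyme as full effect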
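Compounds are screened against recombinant PI4K2A using PI as substrate and ATP, the latter dispensed at 300 microM. Reactions run one hour at ambient temperature before ADP-Glo detection; full inhibition defined by wells lacking enzyme.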
Pol eta inh: DNA polymerase eta (human) inhibition. Q9Y253. recombinant Pol eta, fluorescent DNA replication assay. Potency, µM (titrated, usually from 114 µM), for the others: at the highest dose activity change, negative = inhibition, most hits filed as inhibitors. actives 1.2% (n = 390,000); further: potency means the concentration at half of the fitted maximal effect; on the % scale 0 is the no-effect control and ±100 the full control effect
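Pol eta at 10 nM preincubated with compounds 15 min at room temperature; reaction started with fluorescent substrate (50 nM final) and read kinetically at 0 and 10 min.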
PGK inhibitor: blocks T. brucei phosphoglycerate kinase | P07378 | PGK/GAPDH coupled, Kinase-Glo luminescence, 60 min | Potency, µM (highest dose often 57.5 µM), without a hit: top-dose activity change, negative = inhibition, actives largely listed as inhibitors | actives 0.043% (n = 380,000); further: potency means the concentration at half of the fitted maximal effect; on the % scale 0 is the no-effect control and ±100 the full control effect; nearly all actives have a fitted effect of over 60% in size
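Luminescent ATP detection (Kinase-Glo Plus) follows a 60-minute room-temperature incubation, with wells lacking PGK as controls. Buffer: 100 mM TEA (pH 7.6), 5 mM MgCl2, 0.01% Tween-20. Coupling enzyme GAPDH (100 nM final) supplies unstable 1,3-BPG in-well.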
The depositor's hits bear a star; i = inactive; ? = inconclusive; · = not tested or not shown; [ ] = another dose, or the depositor's remark. Unless noted, the call rests on the fitted dose curve; in most records, active means well fitted curve in the direction sought with a large enough effect; inconclusive means small, poorly fitted or top-dose-only effect, or another doubt; inactive means no such curve, though single readings can be large; an effect the other way counts as inactive or inconclusive. These rows are one share of the data; rates above refer to the full screens.

| compound | BAZ2B block | Pin1 inhibitor | JMJD2A Tudor inh | GLS inhibitor | G9a block | HP1b chromo inh | PI4K2A block | Pol eta inh | PGK inhibitor |
| --- | --- | --- | --- | --- | --- | --- | --- | --- | --- |
| O=[N+]([O-])c1ccc(-c2cnc[nH]2)cc1 | ? | 1% | -14% | -12% | · | 23% | -2 | -10% | -1% |
| COc1cc(-c2cc(OC)c3c(C)oc(C)c3c(=O)c2)ccc1OC(=O)c1ccccc1C | -39% | ? | ? | -31% | ? | 4% | -8 | -15% | i |
| NC(=O)NC(=O)CSc1nnc(-c2ccco2)n1Cc1ccccc1 | 3% | -7% | -14% | 3% | 6% | 34% | 1 | -9% | -2% |
| Cc1cc(C)nc(SCc2csc(-c3ccccc3)n2)n1 | 37% | -1% | 66%[activator] | 1% | 34%[59 µM] | 116%[activator] | -2 | -9% | -4% |
| COc1ccccc1CNC(=O)CCCn1nc(C)n2ccnc2c1=O | 2% | -1% | -14% | 3% | · | 90%[activator] | -2 | -18% | -8% |
| CN(C)c1cccc2c(C=C(C#N)C#N)ccc(N(C)C)c12 | 20µM* | ? | 16µM* | 23% | 8.9µM* | 22µM* | 2 | -1% | -2% |
| Cc1cc(/C=C(\C#N)C(=O)N2CCOCC2)c(C)n1C1CCCC1 | -18% | -5% | -27% | -1% | ? | 16% | 0 | -7% | 2% |
| COc1cc(NC(=O)c2cc(Cl)ccc2Cl)ccc1-c1cc2ccccc2oc1=O | 1%[57.1 µM] | 14% | -12% | -8% | 1%[12.7 µM] | 6% | 8 | -3% | -6% |
| O=C(O)c1ccccc1C(=O)Nc1ccccc1 | 4% | -3% | -1% | 2% | -29%[12.7 µM] | 39% | -3 | -18% | -9% |
| CCCCCNC(=O)c1c[nH]c2ccc(S(=O)(=O)N3CCC(C)CC3)cc2c1=O | 7% | 0% | -10% | 2% | 2%[59 µM] | 34% | 2 | -17% | -3% |
| O=C(NCc1cccnc1)c1c(O)c2cccc3c2n(c1=O)CCC3 | -2% | ? | -16% | 13% | -9% | 27% | -1 | 11% | -3% |
| Cc1ccnc(NC(=O)c2ccc(Cl)c([N+](=O)[O-])c2)c1 | -38% | -2% | -18% | 2% | -43% | 24% | 6 | -17% | -5% |
| CCOc1cc(C(=O)NCCc2csc(-c3ccc(C)cc3)n2)cc(OCC)c1OCC | 7% | -7% | -7% | 1% | 18%[59 µM] | 17%[57 µM] | 2 | -7% | 12% |
| O=c1c2cnn(-c3ccc(Cl)cc3)c2ncn1Cc1cccc(C(F)(F)F)c1 | 3% | -11% | -5% | 2% | -14%[59 µM] | 20% | -7 | -7% | i |
| COc1ccc(C(=O)Nc2ccccc2C(=O)NCCN2CCOCC2)cc1OC | 0% | -7% | 0% | -3% | 119%[activator] | 35% | 2 | -11% | 4% |
| Cc1cccc(/C=N/NC(=O)c2ccc(F)cc2)n1 | 11% | 2% | 4% | 2% | 14% | 56%[activator] | 1 | -12% | · |
| C/C(=N\Nc1ccccn1)c1ccc(C(C)C)cc1 | 22% | 2% | -15% | ? | 6% | 26% | -2 | -6% | 7% |
| O=C(COC(=O)CCc1nc2ccccc2s1)Nc1ncc(Cl)cc1Cl | ? | -7% | -23% | -5% | 45µM* | 21% | -1 | ? | 2% |
| CCOC(=O)c1[nH]c2ccccc2c1N=CN(CC)CC | -2% | -10% | -5% | 49%[activator] | -7%[12.7 µM] | 39%[activator] | 6 | 6% | -1% |
| CCCCOc1ccc(C2(C)NC(=O)N(C)C2=O)cc1 (stereo not given) | -3% | 8% | -3% | -1% | 5% | 26% | 2 | -4% | 0% |
| Cc1ccc(-n2nnc3c(=O)n(CC(=O)c4ccccc4)cnc32)cc1 | -4% | -2% | -18% | -1% | 15%[59 µM] | 21% | -1 | -6% | i |
| Cc1nn(Cc2ccccc2)c(Cl)c1/C=N/NC(=O)c1cccnc1 | 2% | 1% | -9% | 6% | 22%[59 µM] | 17% | -5 | -4% | 1% |
| CCCN(Cc1nnc(-c2ccccc2Cl)o1)C(=O)c1oc2ccccc2c1C | 11% | 23% | 22% | -11% | 13%[59 µM] | 66%[activator] | 5 | -22% | -8% |
| CCOC(=O)C1C(c2ccc(C)o2)NC(=O)NC1(O)C(F)(F)F (stereo not given) | -24% | -9% | 3% | 1% | ? | 28% | -3 | -1% | -2% |
| COc1cccc(/C=N/NC(=O)c2nnn(-c3nonc3N)c2-c2cccs2)c1 | -12%[57.1 µM] | 0% | -19% | 1% | 69%[activator] | 12% | -2 | 1% | 3% |
| CCCn1c(/C=C/c2cc[n+](C)cc2)nc2ccccc21 | ? | ? | ? | 2% | 40µM* | 12% | -3 | -4% | -9% |
| O=C(Nc1sc2c(c1C(=O)O)CCCCC2)c1ccccc1F | ? | -12% | -33% | 8% | ? | 10% | -3 | -9% | -3% |
| O=C(O)c1cccc(NC(=O)c2cccc(S(=O)(=O)N3CCc4ccccc43)c2)c1 | 6% | 6% | -20% | 24% | 4% | 8% | 5 | 7% | 1% |
| N#Cc1ccc(NC2=NS(=O)(=O)c3ccccc32)cc1 | -22% | 26% | -8% | 3% | -8%[59 µM] | 15% | 1 | 0% | -3% |
| Cc1cc(C)c(NC(=O)Cn2ccn(-c3cccc(Cl)c3)c(=O)c2=O)c(C)c1 | 55%[activator] | 5% | 54%[activator] | 4% | 28%[59 µM] | 95%[activator] | -3 | 2% | -1% |
| O=C(CCCCC(=O)NCc1cccs1)NCc1cccs1 | -4% | -7% | 3% | 9% | -2% | 34%[activator] | -2 | -1% | -10% |
| Cc1ccc(F)cc1NC(=O)CSc1nnc(CNC(=O)c2ccco2)n1C | 6% | 0% | -14% | 5% | 0%[0.501 µM] | 24% | -1 | -6% | -1% |
| Cc1ccc(CN2CCNC(=O)C2CC(=O)N(C)CCc2ccccc2)cc1 (stereo not given) | -1% | -13% | -8% | 16% | -1% | 33% | 0 | -9% | 1% |
| COc1cc2c(cc1NC(=O)COc1cc(C)ccc1C)oc1ccccc12 | -7% | ? | -9% | 9% | -39%[59 µM] | 25% | 0 | -13% | i |
| CCCCN(C(=O)Cc1ccc(S(=O)(=O)N2CCOCC2)s1)c1c(N)n(CC(C)C)c(=O)[nH]c1=O | 19% | ? | -22% | -1% | ? | 7% | -7 | 2% | 4% |
| O=c1[nH]c2ccc(NC(=S)NC3CCCCC3)cc2[nH]1 | 6% | 0% | -9% | 27% | -44% | 26% | 0 | -3% | -5% |
| COc1ccccc1/C=C(\NC(=O)c1cccc(C)c1)C(=O)Nc1ccccn1 | 0% | 3% | 12% | 77%[activator] | 2% | 36% | 450 | -16% | 1% |
| CCc1ccc(OCC(=O)OCC(=O)NC2CCCC(C)C2C)cc1 (stereo not given) | · | -5% | -7% | -11% | · | 22% | 2 | -19% | 7% |
| Cc1cc(C)cc(NC(=O)COC(=O)c2n[nH]c3ccccc23)c1 | -13% | 32%[activator] | -8% | 0% | 11%[12.7 µM] | 9% | -2 | -13% | -10% |
| CC1CCN(c2ccc(C(=O)NCc3cccs3)cn2)CC1 | 1% | 0% | -13% | 0% | -10%[59 µM] | 38%[activator] | -2 | -7% | · |
| COC(=O)C1(C(=O)OC)NOC2C(=O)N(c3ccccc3)C(=O)C21 (stereo not given) | 0% | 0% | -6% | 4% | 24%[59 µM] | 29% | -1 | -17% | -4% |
| COc1cc(CCC(=O)OCC(=O)N(CCC#N)c2ccccc2)cc(OC)c1OC | -9% | -2% | 4% | 0% | 11% | 10% | -12 | -5% | -8% |
| CCOc1ccc(NC(=O)C(CC(=O)O)Cc2ccc(C)cc2)cc1 (stereo not given) | -8% | -7% | -13% | 1% | · | 17% | -1 | -14% | 0% |
| CCOC(=O)N1CCN(S(=O)(=O)CCNC(=O)c2ccc(OC)cc2)CC1 | -4% | -13% | -18% | 8% | ? | -2% | -1 | -9% | i |
| CC(C)NS(=O)(=O)c1ccc(NC(=O)C(C)Oc2ccc(C(=O)c3ccccc3)cc2)cc1 (stereo not given) | -24% | 16% | -26% | 0% | -7%[59 µM] | 2% | -1 | -7% | -17% |
| O=C(NCCc1ccc(Cl)cc1)c1ccc2c(c1)N(Cc1ccc(Cl)cc1)C(=O)CS2 | 2% | 0% | 11% | 1% | -5%[59 µM] | 38%[activator] | 6 | -12% | 0% |
| COC(=O)CNC(=O)C(C)NC(=O)OCc1ccccc1 (stereo not given) | 18% | -11% | 6% | 2% | 10% | 31% | -10 | -13% | -2% |
| COc1ccc2c(c1)c(C(O)CN1CCN(Cc3ccc4c(c3)OCO4)CC1)c(C)n2C (stereo not given) | ? | ? | 56µM* | -4% | 50µM* | ? | 2 | 1% | i |
| O=C(NC(Cc1ccccc1)C(=O)O)/C(=C\c1ccc(Br)cc1)NC(=O)c1ccc(Br)o1 (stereo not given) | -8% | -24% | -2% | ? | ? | 19% | 2 | 0% | -1% |
| CC(NC(=O)c1ccc(F)cc1Cl)C1CC2CCC1C2 (stereo not given) | 7% | -10% | 3% | 6% | 19% | 30% | -3 | -16% | i |
| Cc1nnc(NS(=O)(=O)c2ccc(F)cc2)s1 | · | -3% | -5% | -18% | · | 32% | -1 | -13% | -10% |
| COc1cc(Br)c(C2CC(=O)Nc3cc(OC)c(OC)cc32)cc1OC (stereo not given) | -12% | -2% | -20% | -5% | -16% | 21% | -2 | -12% | -10% |
